Compound activity: PubChem BioAssay, several laboratories
A340 absorber – absorbance at 340 nm; compound absorbance at 340 nm, fold over control; fold change at 10 µM; 65,000 tested, under 10 active;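 active = at 10 µM dose, initial 340 nm absorbance at least 2 fold that of control wells; inactive = change under 2 fold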;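 note: initial absorbance extrapolated from kinetic A340 decline of NADH oxidation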
FXIa mix inh – factor XIa (human) inhibition, mixture screen | inhibition, % at 5 µM | P03951 | purified FXIa, fluorogenic substrate, pooled mixtures | actives 0.19% (n = 62,000);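 note: each value is inhibition by a whole ten-compound pool holding the compound; 0% = enzyme with no mixture and 100% = wells lacking enzyme; strong numbers were not always called active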
FXIIa mix inh – inhibitors of human coagulation factor XIIa, pooled mixtures | P00748 | AID 684 | purified FXIIa, fluorogenic substrate | actives 0.2% (n = 62,000) | inhibition, % at 5 µM;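 note: 0% = enzyme without compound and 100% = no enzyme blank; some results filed as inactive read as strong as hits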
AP ELISA ortho – orthogonal test for alternative complement pathway inhibitors; actives 0.08% (n = 62,000); Human serum alternative complement pathway, LPS-coated ELISA, C3 deposition; tested in compound mixtures; AID 1235; inhibition, % at 5 µM;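 active = inhibition above 30% in each of the two pooled mixtures holding the compound, so the lower value exceeds 30%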;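 note: 0% = serum in Mg-EGTA without compound and 100% = EDTA serum blank; some compounds past the cut are filed as inactive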
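Test system: human serum alternative complement pathway, C3 deposition on LPS-coated wells; also added: Plate-bound LPS; doses: 5 µM per compound in ten-compound mixtures; schedule: 1 h at 37 °C; detection: Anti-C3 ELISA, OD 450 nm; evaluation: percent inhibition of C3 deposition onto LPS; repeats: two pool placements per compound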
Hsp90 block – displaces geldanamycin probe from tumor Hsp90; P07900; NCI-N417 lysate Hsp90, Cy3B-geldanamycin FP displacement; inhibition, % at 30 µM; actives 0.35% (n = 64,000); AID 429;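 active = inhibition above 50%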;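 note: 0% = tracer plus lysate wells and 100% = tracer alone without lysate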
MMP13 inh – inhibitors of human MMP13. MMP-13 fTHP FRET cleavage, Mca fluorescence. inhibition, % at 4 µM. actives 0.07% (n = 65,000);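 active = inhibition above the mean of compound-free control plate wells plus 3 SD, cut at about 14% in these data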;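 note: 0% = DMSO wells and 100% = wells with reference MMP-13 inhibitor after basal subtraction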
JNK3 inh – inhibitors of human JNK3 kinase; P53779; purified JNK3 kinase activity, HTS; inhibition, % at 8 µM; actives 0.61% (n = 60,000); in the data active = inhibition above about 17%;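 note: 0% = DMSO and 100% = reference inhibitor; many of its hits are not listed in these tables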
Target sequence (P53779 whole entry, looked up): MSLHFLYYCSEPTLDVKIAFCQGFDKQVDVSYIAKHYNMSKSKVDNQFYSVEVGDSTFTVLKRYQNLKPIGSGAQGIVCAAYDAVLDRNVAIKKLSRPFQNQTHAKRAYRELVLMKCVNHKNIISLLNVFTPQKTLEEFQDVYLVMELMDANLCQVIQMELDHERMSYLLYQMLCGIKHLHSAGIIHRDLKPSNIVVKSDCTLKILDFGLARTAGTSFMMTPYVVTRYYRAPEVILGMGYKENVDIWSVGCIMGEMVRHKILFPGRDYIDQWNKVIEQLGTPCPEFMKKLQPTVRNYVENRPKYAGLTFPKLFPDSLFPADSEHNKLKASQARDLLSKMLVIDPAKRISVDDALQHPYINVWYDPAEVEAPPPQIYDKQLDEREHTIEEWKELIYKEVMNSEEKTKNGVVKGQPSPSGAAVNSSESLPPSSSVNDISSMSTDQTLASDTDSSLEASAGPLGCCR
Cdc25B block – inhibitors of human Cdc25B phosphatase. P30305. recombinant Cdc25B, OMFP fluorescence Ex485/Em525. inhibition, %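 (compounds tested at 10 µM final in the well)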. actives 0.1% (n = 65,000). AID 368; in the data active = inhibition above about 50%
DUSP1 inh – blocks human MKP-1 phosphatase activity; P28562; recombinant MKP-1, OMFP hydrolysis fluorescence; inhibition, %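 (compounds tested at a single concentration somewhere between 10 and 100 µM)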; actives 0.15% (n = 65,000); AID 374;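 active = inhibition above about 50%, limit read from the data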;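 note: 0% = DMSO max control wells and 100% = wells with enzyme stopped by NaOH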
Target sequence (P28562 whole entry, looked up): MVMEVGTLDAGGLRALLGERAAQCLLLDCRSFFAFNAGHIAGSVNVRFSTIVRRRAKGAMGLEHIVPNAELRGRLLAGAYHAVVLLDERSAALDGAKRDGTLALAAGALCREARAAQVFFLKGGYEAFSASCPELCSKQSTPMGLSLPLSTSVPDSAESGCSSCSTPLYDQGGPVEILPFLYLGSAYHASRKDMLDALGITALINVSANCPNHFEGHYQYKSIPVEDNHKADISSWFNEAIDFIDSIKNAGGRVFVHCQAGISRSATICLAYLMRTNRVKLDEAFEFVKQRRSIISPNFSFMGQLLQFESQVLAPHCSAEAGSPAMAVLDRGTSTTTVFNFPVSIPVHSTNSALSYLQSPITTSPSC
Numbers without * were called inactive; · = not tested or not shown; [ ] = dose if it differs, or a comment. Cut-off read from the data, not from the text of the source, unless noted: active = inhibition above about 20% (passing the limit was not always enough); inactive = the rest.

(1) COc1cccc(-c2nc(CS(=O)CC(=O)NC3CCCC3)c(C)o2)c1 (stereo not given)
(2) Cc1cccc(C)c1NC(=O)N1CCN(C2CCCCC2)CC1
(3) CCn1c(COc2ccccc2C)nnc1SCC(=O)N1CCC(C)CC1
(4) Cc1cc(N(C)Cc2ccccc2)nc(-c2ccccc2)n1
(5) CC12CCC(C(=O)N(c3ccccn3)c3ccccn3)(OC1=O)C2(C)C (stereo not given)
(6) CCN1CCCC1Cn1cnc2c([nH]c3ccc(C)cc32)c1=O (stereo not given)
(7) Nn1c(SC/C=C/c2ccccc2)nnc1-c1ccco1
(8) CCCOC(=O)C1C2C=CC3(CN(c4ccc(Cl)c(F)c4)C(=O)C13)O2 (stereo not given)
screen / no.	1	2	3	4	5	6	7	8
A340 absorber	1	1	1	1.1	0.99	1	1	1
FXIa mix inh	-4	-6	5	2	4	·	9	12
FXIIa mix inh	10	6	-16	2	8	·	18	5
AP ELISA ortho	6	-3	-3	24	-5	·	10	19
Hsp90 block	-5	1	-4	·	0	-4	-5	-1
MMP13 inh	-5	2	4	·	6	-111[fluorescence artefact?]	2	-1
JNK3 inh	0	0	-3	·	1	11	-1	3
Cdc25B block	-6	-4	-20	1	-8	24	-6	6
DUSP1 inh	-4	0	-17	0	-31	12	6	15

(9) Cc1c(-c2nc(N)nc(Nc3ccccc3F)n2)oc2ccccc12
(10) Cn1c(=O)c2ncn(CC(=O)NCCOc3ccc(C(C)(C)C)cc3)c2n(C)c1=O
(11) COCC(C)NS(=O)(=O)c1ccc(OC)cc1 (stereo not given)
(12) Cc1onc(-c2ccccc2)c1C(=O)Nc1nnc(-c2ccncc2)s1
(13) CNC(=O)CN(c1ccc(OC)cc1)S(=O)(=O)c1ccc(F)cc1
(14) C=CCn1c(C)cc(C(=O)CSc2nc3ccccc3o2)c1C
(15) CC(=O)c1ccc(C#CC(C)(C)O)s1
(16) COc1ccc2cc(C(c3nnnn3C(C)(C)C)N3CCSCC3)c(=O)[nH]c2c1 (stereo not given)
screen / no.	9	10	11	12	13	14	15	16
A340 absorber	1	1	1	1.2	1	0.99	1.1	1.1
FXIa mix inh	0	33	3	-12	4	4	·	6
FXIIa mix inh	0	4	8	7	-2	8	·	-16
AP ELISA ortho	8	-7	10	8	9	15	·	-43
Hsp90 block	-3	-7	-2	-8	-1	-4	-8	-7
MMP13 inh	-2	6	0	-84[fluorescence artefact?]	-2	-1	2	-2
JNK3 inh	10	1	-5	7	-1	0	-1	-2
Cdc25B block	2	2	4	6	-1	5	15	-6
DUSP1 inh	27	4	0	11	11	-1	-17	11

(17) Cc1ccc(-c2cc(C(=O)NCc3ccc4c(c3)OCO4)no2)cc1
(18) COc1ccc(S(=O)(=O)N(C)CC(=O)Nc2ccccc2SC)cc1Cl
(19) CN1C(=O)CC(N2CCN(c3ccc(Cl)c(Cl)c3)CC2)C1=O (stereo not given)
(20) Cc1ccc(NC(=O)Cn2c(=O)n(Cc3ccco3)c(=N)c3c4c(sc32)COC(C)(C)C4)cc1
(21) COc1ccc(Cn2c(=O)oc3ccc(C)cc32)cc1OC
(22) Cc1ccc(C)c(NC2=CC(=O)CC(C)(C)C2)c1C#N
(23) CCn1c(Cc2ccccc2)nnc1SCC(=O)NC(C)(C)C
(24) O=C(NCc1ccc2c(c1)OCO2)c1cnc2n(c1=O)CCS2
screen / no.	17	18	19	20	21	22	23	24
A340 absorber	0.99	1	1	1	1	1.1	1	1
FXIa mix inh	10	7	·	10	1	4	7	5
FXIIa mix inh	9	15	·	4	6	2	1	5
AP ELISA ortho	6	-4	·	4	-8	6	22	22
Hsp90 block	-3	-11	2	-3	0	3	1	-1
MMP13 inh	3	4	0	2	5	8	-1	3
JNK3 inh	-2	-4	-9	-2	4	3	-2	-6
Cdc25B block	-12	-4	-13	11	-4	4	-14	0
DUSP1 inh	-7	24	-20	24	-2	-13	-5	1

(25) Cc1cc(NC(=O)CSc2nc(-c3cccnc3)ccc2C#N)no1
(26) CCOC(=O)C1CCN(c2cc(=O)n(-c3ccccc3Cl)c(=O)[nH]2)CC1
(27) Cn1c(C2CCCN2C(=O)OC(C)(C)C)n[nH]c1=S (stereo not given)
(28) c1cncc(-c2nnc(SCCSc3nnc(-c4cccnc4)o3)o2)c1
(29) O=C(O)c1ccc(CSc2nnnn2C2CCCCC2)cc1
(30) Cc1cc(C)nc(SCC(=O)NC2=NC(=O)C(C)S2)n1 (stereo not given)
(31) CC(C(=O)N1CC2(C)CC1CC(C)(C)C2)N1C(=O)c2ccccc2C1=O (stereo not given)
(32) Cc1cccc(C)c1NC(=O)C1(N(Cc2ccco2)C(=O)CC2NC(=O)NC2=O)CCCCC1 (stereo not given)
screen / no.	25	26	27	28	29	30	31	32
A340 absorber	1.1	0.98	1	1	1	1	0.98	1
FXIa mix inh	·	·	1	5	15	-13	4	6
FXIIa mix inh	·	·	1	3	4	2	-20	5
AP ELISA ortho	·	·	4	12	6	18	9	5
Hsp90 block	-1	-4	-3	-1	-3	-2	0	·
MMP13 inh	-13	4	1	0	2	-2	-2	8
JNK3 inh	5	2	8	-18	-1	-10	2	·
Cdc25B block	-11	-3	-11	2	3	-4	-5	-5
DUSP1 inh	-26	4	3	-10	22	-6	-1	9

(33) O=C(N1CCCCCC1)N1CCN(S(=O)(=O)N2CCOCC2)CC1
(34) CC1CCCc2sc3nc(NCc4ccco4)n4ncnc4c3c21 (stereo not given)
(35) Cc1ccc2[nH]c3c(c2c1)CN(C(=O)CN1CCN(c2cccc(C)c2C)CC1)CC3
(36) COc1ccc(N(CC(=O)Nc2ccc3c(c2)OCO3)S(=O)(=O)c2c(C)nn(C)c2C)cc1
(37) O=c1[nH]c2cc3c(cc2cc1C(c1nnnn1Cc1ccccc1)N1CCCc2ccccc21)OCO3 (stereo not given)
(38) CCOC(=O)N1CCC(NC(=O)c2cnn3cccnc23)CC1
(39) CC(=O)Nc1ccc(C(=O)CS(=O)(=O)c2ccc(C)cc2)cc1
(40) COc1ccc(OC)c(NC(=O)CCN2CC(C)OC(C)C2)c1 (stereo not given)
screen / no.	33	34	35	36	37	38	39	40
A340 absorber	1	1	1	0.99	1	1.1	1.1	1
FXIa mix inh	14	4	1	0	11	17	6	-2
FXIIa mix inh	1	0	5	2	-25	3	3	7
AP ELISA ortho	6	12	7	6	18	0	21	-2
Hsp90 block	-3	-6	-6	11	-7	0	-3	3
MMP13 inh	-1	-6	2	2	0	-10	-1	-1
JNK3 inh	2	2	2	5	-4	1	-9	-7
Cdc25B block	-5	-1	3	-1	5	3	-3	-6
DUSP1 inh	5	14	21	-3	12	7	-6	7

(41) O=S(=O)(O)C1CCNCC1
(42) CC(C)C(NC(=O)c1ccccc1)C(=O)NCc1ccccn1 (stereo not given)
(43) COc1ccccc1CNC(=O)C1COc2ccccc2O1 (stereo not given)
(44) COc1ccc(Nc2nc(N)nc(CN3CCOCC3)n2)cc1
(45) Cc1nnc(SCCC(=O)Nc2nc(-c3ccccc3)ns2)s1
(46) COc1ccc2c(c1)c(=O)oc1cc(OCC(=O)NC3CC3)ccc12
(47) COCCN(C(C)=O)c1nnc(-c2ccccn2)s1
(48) CCN1C(=O)CSc2ccc(C(=O)NCc3ccco3)cc21
screen / no.	41	42	43	44	45	46	47	48
A340 absorber	1	1	1	1	1.1	1.1	0.98	1
FXIa mix inh	·	4	-14	2	9	-4	-1	3
FXIIa mix inh	·	3	9	-2	-17	7	-3	-16
AP ELISA ortho	·	13	-1	20	11	5	20	19
Hsp90 block	0	-3	-1	-2	1	-4	-3	-4
MMP13 inh	·	2	2	-2	3	-33	-15	3
JNK3 inh	·	3	-2	4	·	·	2	4
Cdc25B block	0	-3	1	-7	3	2	-15	-5
DUSP1 inh	7	-3	-1	5	1	22	4	35

(49) Cc1ccc(OCCN2CCN(C(=O)CCC(=O)Nc3nnc(C(C)C)s3)CC2)cc1
(50) Cn1c(C(=O)N2CCN(C(=O)c3ccco3)CC2)cc2c(=O)n3ccccc3nc21
(51) CCCC(=O)N(c1ccc(OC)cc1)C1C=CS(=O)(=O)C1 (stereo not given)
(52) CCOC(=O)C(C)n1cnc2c(cnn2-c2ccc(Cl)cc2)c1=O (stereo not given)
(53) CCCCNC(=O)C1CC(=O)N(CCC(C)C)C1 (stereo not given)
(54) Cc1nn(Cc2ccccc2)c(C)c1CCC(=O)O
(55) COc1ccc(C2CC(=O)N3CN(c4ccc(C)c(Cl)c4)CSC3=C2C#N)cc1 (stereo not given)
(56) NS(=O)(=O)c1ccc(NC(=O)CCc2ccccc2)cc1
screen / no.	49	50	51	52	53	54	55	56
A340 absorber	1	1	1	0.98	1	1.1	1.1	1.1
FXIa mix inh	7	-58	-5	1	-1	0	7	0
FXIIa mix inh	-16	4	14	-10	9	6	9	12
AP ELISA ortho	10	15	-7	1	-4	-3	13	20
Hsp90 block	0	-6	-3	1	-2	0	0	0
MMP13 inh	-6	-447[fluorescence artefact?]	6	0	3	-9	4	2
JNK3 inh	2	7	-4	1	5	2	-2	-3
Cdc25B block	-1	7	-21	-7	9	-8	-10	-1
DUSP1 inh	-1	15	14	-19	1	5	5	4

(57) COc1ccccc1C1=NOC(Cn2c(=O)c3c(ncn3C)n(C)c2=O)C1 (stereo not given)
(58) CC(C)C1Nc2ccc(S(N)(=O)=O)cc2C2C=CCC21 (stereo not given)
(59) COc1ccc(C(c2sc3nc(C)nn3c2O)N2CCC(O)CC2)cc1OC (stereo not given)
(60) CN(C)S(=O)(=O)c1ccc2c(c1)C(CC(=O)O)OC2=O (stereo not given)
(61) CS(=O)(=O)N(CC(=O)N1CCN(c2ccccc2F)CC1)c1ccc2c(c1)OCCO2
(62) COc1cc(NC(=O)c2ccc(NS(=O)(=O)c3c(C)noc3C)cc2)cc(OC)c1
(63) COc1cccc(OCC(=O)Nc2c(C(=O)Nc3ccc(OC)cc3OC)oc3ccccc23)c1
screen / no.	57	58	59	60	61	62	63
A340 absorber	0.97	1	1.1	1	1	0.98	1.1
FXIa mix inh	1	8	2	7	3	-3	4
FXIIa mix inh	5	-18	0	-1	-21	1	1
AP ELISA ortho	-18	-1	-2	21	4	15	8
Hsp90 block	-2	-13	-2	0	3	-2	0
MMP13 inh	0	4	5	2	3	1	1
JNK3 inh	-1	0	0	0	-2	-4	1
Cdc25B block	-12	-5	9	-16	-6	-3	-2
DUSP1 inh	-14	14	13	8	0	-1	-4
